Rab2 wt GTP – changes GTP binding to wildtype dog Rab2A, up or down. GST-Rab2 wt beads, Bodipy-GTP binding, flow cytometry. GTP binding activity, % at 10 µM. 190,000 compounds, 0.19% hits. AID 760;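 active = GTP binding activity at least 20 points away from 100%, either lowered or raised; inconclusive = signal likely due to the compound's own green fluorescence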;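 also: 0% = beads with excess unlabeled GTP and 100% = no-compound control corrected for plate trend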
Avidin fluor – compound fluoresces at 488/530 nm on avidin beads | compound fluorescence 488/530 nm, flow cytometry; hits give high values | fluorescence (KMESF) at 10 µM | 220,000 compounds, 0.38% hits | AID 1775; in the data active = fluorescence above about 47; also: inactives centre near 10
Pf gamet viab – inhibitors of late stage P. falciparum gametocyte viability | P. falciparum stage V gametocytes, ATP luminescence, 24 h | inhibition, % at 10.9 µM | 150,000 compounds, 0.065% hits | AID 743093;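 active = inhibition above the mean plus 3 SD of compounds within the control limits, set per campaign, cut at about 38% in these data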;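 also: 0% = DMSO wells and 100% = medium only without gametocytes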
HRas wt GTP – modulators of GTP binding to human HRas wildtype | P01112 | GST-Ras wt beads, Bodipy-FL-GTP binding, flow cytometry; actives lie on both sides | GTP binding activity, % at 10 µM | 190,000 compounds, 0.14% hits | AID 759;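 active = GTP binding activity at least 20% away from the 100% baseline, either lowered as inhibitor or raised as activator; inconclusive = flagged as likely green fluorescent, judged across all proteins in the well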;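 also: 0% = unlabeled GTP competition control and 100% = no-compound control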
Target sequence (P01112 whole entry, looked up): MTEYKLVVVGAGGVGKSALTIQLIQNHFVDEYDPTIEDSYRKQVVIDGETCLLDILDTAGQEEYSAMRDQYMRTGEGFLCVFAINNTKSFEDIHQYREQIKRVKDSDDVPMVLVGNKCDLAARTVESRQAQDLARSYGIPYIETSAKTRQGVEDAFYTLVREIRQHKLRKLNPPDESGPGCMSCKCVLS
Mcl1-Noxa inh – disrupts binding of human Mcl-1 to Noxa peptide. Q07820. TR-FRET Mcl-1/Noxa peptide binding, 2 h. inhibition, % at 21.7 µM. 220,000 compounds, 1.5% hits. AID 1022;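 active = compounds that cut the protein-peptide binding signal by more than 50% relative to plate controls in a single-dose test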;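 also: His-tagged Mcl-1 with rhodamine Noxa BH3 peptide and terbium anti-His antibody; 0% = Mcl-1 plus Noxa peptide wells and 100% = peptide-only wells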
Target sequence (Q07820 whole entry, looked up): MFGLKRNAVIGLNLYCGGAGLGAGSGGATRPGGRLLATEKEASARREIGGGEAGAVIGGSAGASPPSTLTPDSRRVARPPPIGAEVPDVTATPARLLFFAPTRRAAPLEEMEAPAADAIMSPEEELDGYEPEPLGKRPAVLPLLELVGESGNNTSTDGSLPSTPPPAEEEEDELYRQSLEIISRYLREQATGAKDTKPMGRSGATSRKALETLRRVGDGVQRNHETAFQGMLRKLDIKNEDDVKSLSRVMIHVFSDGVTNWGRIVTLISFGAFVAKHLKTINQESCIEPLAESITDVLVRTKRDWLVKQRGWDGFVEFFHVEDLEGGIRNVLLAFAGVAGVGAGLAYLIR
Rac1 wt modul – human Rac1 wildtype GTP binding, inhibitors and activators; P63000; GST-Rac1 beads, fluorescent GTP binding, flow cytometry; actives lie on both sides; 0 = cold GTP competed, 100 = untreated; GTP binding activity (% of control), % at 10 µM; 190,000 compounds, 0.27% hits;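 active = GTP binding activity at least 20 points away from the 100% control level, either lower or higher; inconclusive = compound flagged as likely green fluorescent, judged across all proteins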
Rac1 mut GTP – alters GTP binding to activated mutant human Rac1; percent activity (GTP binding), % at 10 µM; GST-Rac1 activated beads, fluorescent GTP binding, flow cytometry; actives lie on both sides; 100% means binding = to untreated wells; P63000; 190,000 compounds, 0.11% hits;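 active = GTP binding at least 20 percentage points away from the 100% baseline, in either direction, so actives lie on both sides; inconclusive = Compound likely fluorescent itself, or too few beads counted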
Rab7 wt GTP bind – modulators of GTP binding to dog Rab7 wildtype GTPase; GST-Rab7 beads, fluorescent GTP binding, flow cytometry; actives lie on both sides; untreated = 100%, excess cold GTP = 0%; GTP binding activity (percent of control), % at 10 µM; 190,000 compounds, 0.055% hits;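 active = fluorescent GTP binding to Rab7 beads changed by at least 20 points from the 100% baseline, either direction, mostly lower; inconclusive = compound itself probably fluorescent, or too few beads counted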;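 also: median green fluorescence of bound Bodipy-FL-GTP per Rab7 bead population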
GSH fluor – compound fluoresces at 488/530 nm on GSH beads | AID 1776 | fluorescence (KMESF) at 10 µM | GSH beads flow cytometry, compound fluorescence 488/530 nm; hits give high values | 190,000 compounds, 0.25% hits; in the data active = fluorescence above about 89;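 also: glutathione beads carrying GST-tagged Bcl family fusion proteins plus one bare bead set; values are compound well signal with DMSO vehicle wells as background; inactives centre near 16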
Cdc42 wt GTP – changes GTP binding to wildtype human Cdc42. P60953. GST-Cdc42 beads, Bodipy-GTP binding, flow cytometry; actives lie on both sides. percent activity (GTP binding), % at 10 µM. 190,000 compounds, 0.2% hits. AID 761;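 active = percent activity GTP binding at least 20 points away from the 100% baseline, either down as inhibitor or up as activator; inconclusive = compound flagged as likely green fluorescent from well-wide comparison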;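 also: median bead fluorescence of bound Bodipy-FL-GTP at 100 nM; 0% = excess unlabeled GTP control and 100% = no compound control; below 100% means less GTP binding so inhibitor and above means activator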
Target sequence (P60953 whole entry, looked up): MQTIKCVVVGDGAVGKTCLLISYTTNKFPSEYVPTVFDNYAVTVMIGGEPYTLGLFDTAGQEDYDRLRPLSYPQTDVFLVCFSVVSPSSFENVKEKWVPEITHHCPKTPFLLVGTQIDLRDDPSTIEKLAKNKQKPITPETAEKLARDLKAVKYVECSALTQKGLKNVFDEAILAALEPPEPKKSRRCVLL
Mcl1-Bid inh – Mcl-1/Bid interaction inhibition; Q07820; TR-FRET Mcl-1/Bid-Dy647 peptide binding, 1536-well; inhibition, % at 21.7 µM; 220,000 compounds, 0.97% hits; AID 1021;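 active = compounds that cut the binding signal by more than half at the single screening dose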;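 also: His-tagged Mcl-1 with europium anti-His antibody binding Bid BH3 peptide; 0% = Mcl-1 plus peptide wells and 100% = peptide-only wells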
Starred values were filed as active, the others as inactive; ? = inconclusive; / = no result given.

SMILES	Rab2 wt GTP	Avidin fluor	Pf gamet viab	HRas wt GTP	Mcl1-Noxa inh	Rac1 wt modul	Rac1 mut GTP	Rab7 wt GTP bind	GSH fluor	Cdc42 wt GTP	Mcl1-Bid inh
Cc1occc1-c1nnc(SCC(=O)Nc2ccccn2)o1	101	13	-1	103	18	107	99	99	14	97	-12
CC(C)c1ccc(NC(=O)CSc2nc3c(c(=O)[nH]2)CCC3)cc1	96	9	/	97	6	97	98	99	17	99	-38
CCn1c(N2CCN(C(=S)Nc3ccc(OC)cc3)CC2)nc2ccccc21	98	10	-3	97	-17	102	95	101	29	101	-69
Cn1nc(OC(=O)Nc2cccc(Cl)c2)cc1C(F)(F)F	100	11	11	102	8	105	95	101	53	98	-24
S=C(NCCc1ccccc1)N/N=C/c1cccc(Cl)c1Cl	86	22	10	90	13	90	86	91	9	92	-48
O=C1CN(C(=O)COc2ccc(F)cc2Br)c2ccccc2N1	98	19	10	96	7	94	96	100	10	96	-17
Cc1c(NC(=O)c2cccc(F)c2)c(=O)n(-c2ccccc2)n1C	101	14	/	99	4	106	97	100	25	102	-13
COc1cc(NC(=S)NCCN2CCOCC2)cc(OC)c1OC	100	6	0	100	12	100	95	99	15	97	-21
COc1ccc(N2C(=O)C3CCCN3C2c2ccccc2)cc1 (stereo not given)	107	7	/	104	5	110	102	102	14	105	-30
COc1ccc(OC)c(NC(=O)C2CCN(c3nc(C)cc(C)n3)CC2)c1	93	11	/	94	14	93	95	90	22	96	-5
Nc1c([N+](=O)[O-])c(=O)sc2ccccc12	93	10	-7	97	8	100	95	97	16	98	-1
O=C(COc1ncnc2ccccc12)N1CCN(S(=O)(=O)c2ccccc2)CC1	94	12	-4	99	12	101	96	98	21	99	4
CNC(=O)COC(=O)CCC(=O)c1ccc(Cl)cc1	100	10	-3	99	-1	107	98	102	11	101	5
Cc1cc(C(=O)Nc2ccccn2)cs1	99	34	/	99	2	107	98	102	28	100	-3
O=C(O)CCC(=O)NCc1ccc2[nH]c3c(c2c1)CCCC3	95	4	/	96	19	96	96	97	17	94	-18
COc1cc(CNc2ccc(N3CCN(C(C)=O)CC3)cc2)ccc1OCc1ccc(F)cc1	97	9	-35	97	20	99	94	104	13	96	-33
CCOC(=O)c1c(NC(=O)CSc2ncccn2)sc2c1CCN(Cc1ccccc1)C2	94	17	/	96	11	99	97	93	7	96	1
O=c1c2nnn(-c3cccc(F)c3)c2ncn1Cc1ccccn1	98	11	/	97	9	96	96	103	21	96	-12
CN(C)/N=C/C=C1\CC/C(=C\c2ccc(Br)cc2)C1=O	97	10	/	97	18	96	96	98	11	97	-31
CC1=C(C(N)=O)C(c2ccccc2)n2nc(-c3cccs3)nc2N1 (stereo not given)	97	8	/	99	7	106	98	99	24	99	-11
O=C(N/N=C/c1cc([N+](=O)[O-])ccc1O)C12CC3CC(CC(C3)C1)C2	94	22	11	96	-35	95	91	102	20	91	-28
CSc1ccc(-c2c(C#N)c(N)nc3c2CCCC3)cc1	102	5	6	101	-1	102	100	100	31	104	3
Nn1cnnc1N/N=C\c1ccc(-c2ccccc2[N+](=O)[O-])o1	86	12	23	88	35	85	94	94	8	92	-4
CC(C)N(Cc1ccccc1)C(=O)c1cnc2n(c1=O)CCS2	103	21	/	104	23	109	105	101	14	103	-4
Cc1ccc(C(=O)NCCOc2cccc3cccnc23)cc1Cl	97	10	-22	98	13	92	96	104	20	102	-12

Random excerpt: 3 records from the list.
SMILES	Rab2 wt GTP	Avidin fluor	Pf gamet viab	HRas wt GTP	Mcl1-Noxa inh	Rac1 wt modul	Rac1 mut GTP	Rab7 wt GTP bind	GSH fluor	Cdc42 wt GTP	Mcl1-Bid inh
CN(C)/N=C/C=C1\CC/C(=C\c2ccc(Br)cc2)C1=O	97	10	/	97	18	96	96	98	11	97	-31
O=c1c2nnn(-c3cccc(F)c3)c2ncn1Cc1ccccn1	98	11	/	97	9	96	96	103	21	96	-12
Cc1c(NC(=O)c2cccc(F)c2)c(=O)n(-c2ccccc2)n1C	101	14	/	99	4	106	97	100	25	102	-13

New compounds follow.
SMILES	Rab2 wt GTP	Avidin fluor	Pf gamet viab	HRas wt GTP	Mcl1-Noxa inh	Rac1 wt modul	Rac1 mut GTP	Rab7 wt GTP bind	GSH fluor	Cdc42 wt GTP	Mcl1-Bid inh
CCCCCN(C(=O)CN1CCC(Cc2ccccc2)CC1)c1c(N)n(CCCC)c(=O)[nH]c1=O	99	11	-8	96	-8	98	97	101	14	95	-42
CCOC(=O)[C@H]1NN=C(C(=O)OC)[C@@H]1c1ccccc1	96	5	22	100	-5	100	102	102	8	102	-28
CSCCC(NS(=O)(=O)c1ccc(Cl)c(Cl)c1)C(=O)O (stereo not given)	94	11	7	96	9	95	95	93	11	94	-33
CCC1SC(CC)C(=O)N(CC(=O)NCc2ccc(F)cc2)C1=O (stereo not given)	99	6	/	101	2	102	98	107	18	98	-9
CCOC(=O)c1ccc(N2C(=O)C(C)=C(C)C2=O)cc1	102	9	/	101	20	106	99	108	14	103	-12
Cc1cc(C)n2nc(S(=O)(=O)Nc3c(Cl)cccc3Cl)nc2n1	92	14	/	92	12	90	89	97	12	92	4
O=C1c2ccccc2C(=O)N1Cc1ccco1	99	6	19	100	8	102	97	100	16	100	3
O=Cc1cccn1Cc1ccccc1[N+](=O)[O-]	99	9	11	99	7	101	97	96	7	101	2
CCCCNS(=O)(=O)c1ccc2nc(SCC(=O)Nc3ccccc3)[nH]c2c1	100	13	-24	99	2	102	99	99	7	99	-43
CS(=O)(=O)N(CC(=O)N1CCCCC1)c1cccc(F)c1	99	10	1	97	-16	98	96	102	13	96	-4
COc1cc(C=O)c(Cl)cc1OCC(N)=O	96	10	/	93	0	93	93	94	14	93	-31
CCOc1ccc(N2C(=O)Nc3ccccc3C2(O)C(=O)NCc2ccc(F)cc2)cc1 (stereo not given)	94	11	17	95	11	96	95	89	12	94	-28
CC1CN(S(=O)(=O)c2ccc(C(=O)Nc3ccc(S(=O)(=O)Nc4ncccn4)cc3)cc2)CC(C)O1 (stereo not given)	104	4	-5	106	3	107	104	111	14	104	-27
CC(=O)c1cc2c(cc1NC(=O)c1c(-c3ccccc3)noc1C)OCO2	101	11	11	100	-10	104	98	98	38	102	-6
COCCn1c(=NC(=O)c2cc(-c3cccs3)nc3ccccc23)sc2cc(S(N)(=O)=O)ccc21	93	1	-1	95	20	95	97	95	5	96	-19
Cc1ccc(-c2nc3ccccc3n3c(C)nnc23)cc1	100	17	/	101	-18	100	99	104	32	102	-22
O=C(CCCCCNC(=O)c1ccccc1Cl)N/N=C/c1ccco1	99	10	-9	99	9	98	94	105	16	98	-25
CCOc1ccccc1-n1c(=O)c2ccccc2c2ccccc2c1=O	90	15	-16	95	10	94	94	97	6	90	54*
CC(C)NC(=S)NCc1cccs1	97	7	10	98	11	98	96	97	15	95	-99
Clc1ccc(/C=C\c2nccc3c2[nH]c2ccccc23)cc1	100	12	0	98	42	98	97	93	75	96	-16
CC1(O)CC(c2ccc(Cl)cc2)=NN1C(=O)c1ccc([N+](=O)[O-])cc1 (stereo not given)	95	11	13	96	22	98	94	96	12	97	-49
COc1ccccc1Nc1nc(-c2sc(NC(=O)c3ccco3)nc2C)cs1	98	30	18	99	25	100	99	99	24	100	-17
COc1ccc(OC)c(/C=C/C(=O)c2ccc(Cl)cc2)c1	103	8	/	105	-11	105	102	100	20	106	-2
CCOc1cccc(C(=O)NC(c2ccccc2)C(C)C)c1 (stereo not given)	93	9	-6	94	10	97	93	97	16	94	-21
CCCNC(=O)c1c(NC(=O)C2COc3ccccc3O2)sc2c1CCCC2 (stereo not given)	101	6	/	104	-196	108	101	99	15	105	-51
Carrying on:
SMILES	Rab2 wt GTP	Avidin fluor	Pf gamet viab	HRas wt GTP	Mcl1-Noxa inh	Rac1 wt modul	Rac1 mut GTP	Rab7 wt GTP bind	GSH fluor	Cdc42 wt GTP	Mcl1-Bid inh
c1ccc(CSc2nnc(-c3ccccn3)n2-c2ccccc2)cc1	102	24	/	102	-2	109	101	104	27	105	1
CCCCNC(=O)Nc1ccnn1C1CCCCC1	96	23	/	94	9	98	98	98	14	99	7
Cc1ccccc1Nc1nnc(SCC(=O)Nc2ncc(C(F)(F)F)cc2Cl)s1	100	4	-4	98	-12	98	95	99	15	101	-54
CC(Oc1ccc(Cl)cc1)C(=O)Nc1nccs1 (stereo not given)	99	7	/	101	1	101	98	100	14	102	-7
CC(=O)c1sc(NC(=O)C(C)(C)C)nc1C	102	6	/	102	11	102	98	101	19	104	1
COc1cc(CNc2nc(C)c([N+](=O)[O-])c(C)c2C#N)cc(OC)c1OC	100	19	9	101	8	97	100	100	22	97	-15
CSc1nccc(-c2cc(Cl)sc2Cl)n1	102	14	33	101	11	98	99	94	66	102	-4
CS(=O)(=O)Nc1ccc(C2=NN(S(=O)(=O)c3ccc(F)cc3)C(c3ccco3)C2)cc1 (stereo not given)	94	9	3	97	12	99	97	97	9	95	-2
Cc1c(Nc2nc3ccccc3nc2NS(=O)(=O)c2cccs2)c(=O)n(-c2ccccc2)n1C	97	8	-5	99	5	99	97	100	11	99	-1
O=C(/C=C/Nc1ccc(Oc2ccccc2)cc1)c1ccco1	97	2	5	100	12	101	96	100	9	97	-47
CCCN(CCC(=O)Nc1cc(OC)cc(OC)c1)CC1CC1	100	27	-2	100	2	104	99	100	17	101	-21
CCC(Sc1ccc2nnc(CCNS(=O)(=O)c3ccc(OC)cc3)n2n1)C(=O)OC (stereo not given)	98	9	21	98	-1	102	96	96	18	98	-18
Cc1cccc(C(=O)OCc2cncs2)c1	92	9	/	96	10	100	96	98	18	97	-28
CCOC(=O)c1c(-c2cccs2)csc1NC(=O)c1ccncc1	?	12	7	?	14	?	?	?	25	?	-9
COc1ccc(-n2ccnc2)cc1	96	12	-8	97	-6	96	94	95	20	100	1
O=C(/C=C/c1ccc(Cl)cc1)Nc1ccc(CN2CCOCC2)cc1	97	11	0	98	16	102	99	98	13	99	1
COc1ccc(S(=O)(=O)Nc2ccc(N3CCOCC3)cc2)cc1[N+](=O)[O-]	94	11	0	97	24	96	92	99	12	92	-48
Cc1cccn2c1nc(=S)n2C(=O)c1ccco1	96	3	4	98	8	104	101	95	22	100	1
CC(C)(C)c1ccc(S(=O)(=O)N2C=CC(C(F)(F)F)=NCC2)cc1	95	15	/	97	10	102	99	96	20	98	-7
COc1cc(C=O)ccc1OC(=O)c1ccc(C(C)C)cc1	83	9	-24	91	-6	84	83	97	19	86	-25
S=c1[nH]nc(C2CCCCC2)o1	97	20	14	97	38	99	98	96	14	99	-23
Cc1ccc(S(=O)(=O)NN2Cc3ccccc3C2=N)cc1	98	22	-10	98	13	94	96	106	12	94	-8

Bioassay records (PubChem BioAssay)
